Mac1 fbg inh – blocks human CD11b/CD18 adhesion to fibrinogen; inhibition, % at 10 µM; AID 1497; P05107+P11215; K562 CD11b/CD18 adhesion to fibrinogen, ATPlite luminescence; Mn2+ added to activate the integrin; actives 0.54% (n = 93,000);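 active = primary inhibition of 50% or more at 10 µM, then 40% or more on retest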; note: some results filed as inactive read as strong as hits
Target sequence (P05107 whole entry, looked up, other chains not shown): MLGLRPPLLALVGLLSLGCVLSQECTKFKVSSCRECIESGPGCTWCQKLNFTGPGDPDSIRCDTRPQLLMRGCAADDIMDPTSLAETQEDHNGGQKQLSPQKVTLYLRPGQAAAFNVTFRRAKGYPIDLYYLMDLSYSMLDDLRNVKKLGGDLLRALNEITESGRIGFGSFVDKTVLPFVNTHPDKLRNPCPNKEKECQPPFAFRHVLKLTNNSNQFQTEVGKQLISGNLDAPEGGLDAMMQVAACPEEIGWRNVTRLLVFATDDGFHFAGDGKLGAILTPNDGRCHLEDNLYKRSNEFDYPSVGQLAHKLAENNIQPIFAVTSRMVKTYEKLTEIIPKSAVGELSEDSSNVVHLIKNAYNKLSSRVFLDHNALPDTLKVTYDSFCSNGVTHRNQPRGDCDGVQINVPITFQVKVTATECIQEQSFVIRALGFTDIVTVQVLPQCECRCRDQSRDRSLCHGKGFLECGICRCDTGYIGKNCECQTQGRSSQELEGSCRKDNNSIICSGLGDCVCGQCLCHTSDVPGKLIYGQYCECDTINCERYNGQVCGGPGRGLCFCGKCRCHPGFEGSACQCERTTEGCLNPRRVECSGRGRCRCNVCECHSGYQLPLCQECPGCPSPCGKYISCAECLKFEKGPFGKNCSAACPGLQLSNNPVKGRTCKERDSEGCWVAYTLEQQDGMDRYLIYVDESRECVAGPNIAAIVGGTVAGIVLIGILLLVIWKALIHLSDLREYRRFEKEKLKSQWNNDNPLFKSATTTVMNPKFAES
Mac1 fbg enh – enhancers of human CD11b/CD18 binding to fibrinogen; P05107+P11215; K562 CD11b/CD18 adhesion to fibrinogen, ATPlite luminescence; activation, % at 10 µM; actives 0.07% (n = 93,000); AID 1499;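 active = 10 µM primary screen giving 50% or more activity, confirmed by 40% or more on retest at that dose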; note: strong numbers were not always called active; reference of the scale not given here
An asterisk follows results filed as active. Some of the compounds tested; count on the stated rates, not on these rows.

Every second line gives: Mac1 fbg inh | Mac1 fbg enh
[1] COC(=O)N/N=C/c1c(C)nn(-c2cccc(Cl)c2)c1Cl
  0 | -3
[2] O=C(CSc1nnc(Nc2ccccc2)s1)NCCN1C(=O)CSC1=O
  0 | -1
[3] Cc1cc(C)c(S(=O)(=O)N2CCCCC2)c(C)c1N(C)S(=O)(=O)c1ccc(Cl)cc1
  8 | -1
[4] O=C(Nc1ccccc1)c1cc([N+](=O)[O-])ccc1NCc1cccnc1
  6 | 1
[5] COc1ccc(/C=C/C(=O)Nc2cc(=O)n(C)c(=O)n2C)cc1
  -18 | 0
[6] O=C(CCSCc1cccc(Cl)c1)NCCc1ccccc1
  12 | 6
[7] Cc1ccc2nc(SCC(=O)Nc3cc(C(C)(C)C)nn3-c3ccccc3)[nH]c2c1
  14 | 11
[8] Cc1cc(C)c[n+](-c2nc3ccccc3nc2[N-]S(=O)(=O)c2ccc(Cl)cc2)c1
  7 | 8
[9] CC(=O)NC(Cc1cccc(C)c1)C(=O)NC1CCN(c2ncccc2[N+](=O)[O-])CC1 (stereo not drawn)
  -3 | 1
[10] Cc1cccc(-c2nsc(SCC(=O)c3ccc(Cl)cc3)n2)c1
  17 | -3
[11] COc1ccc(/C=N/NC(=O)C(=O)/C=C2\NC3(CCCC3)Cc3ccccc32)cc1
  5 | -4
[12] Cc1ccccc1NC(=S)Nc1ccc(Br)cc1
  28 | -2
[13] S=c1[nH]nc(-c2ccccn2)n1/N=C/c1ccc(Br)s1
  -10 | -2
[14] CCCCn1c(=O)c(CCC(=O)OCC(=O)Nc2ccc(C)c(Cl)c2)nc2ccccc21
  6 | 5
[15] CC(C)(C)NC(=S)NC(=O)C12CC3CCC(CC(C3)C1)C2
  11 | 3

An excerpt of these results, bar-delimited:
No. | structure | Mac1 fbg inh | Mac1 fbg enh
6 | O=C(CCSCc1cccc(Cl)c1)NCCc1ccccc1 | 12 | 6
7 | Cc1ccc2nc(SCC(=O)Nc3cc(C(C)(C)C)nn3-c3ccccc3)[nH]c2c1 | 14 | 11

Further records follow:
Every second line gives: Mac1 fbg inh | Mac1 fbg enh
[16] CC(C)C(NS(=O)(=O)c1ccccc1)C(=O)OCc1cc([N+](=O)[O-])cc2c1OCOC2 (stereo not drawn)
  -1 | 0
[17] COc1ccc(CN(C)C2c3ccccc3-c3ccccc32)cc1
  -4 | 3
[18] CC(C)[C@H](NC(=O)c1ccc(Cl)c([N+](=O)[O-])c1)C(=O)NCc1ccc(F)cc1
  -3 | -2
[19] O=C(COC(=O)C1CCCCC1)NCCc1ccccc1
  1 | 2
[20] Cc1ccc(CNC(=O)COC(=O)c2cc3c(s2)CCC(C)C3)cc1 (stereo not drawn)
  -6 | -2
[21] COCc1c(Br)c(C)nc(OCC(=O)N/N=C/c2cc(C)n(-c3ccc([N+](=O)[O-])cc3)c2C)c1C#N
  -16 | 35
[22] Cc1ccc(NC(=S)NNc2ncc(C(F)(F)F)cc2Cl)cc1
  26 | -4
[23] Cc1ccc(NC(=O)COC(=O)c2cc(C)nc3ccccc23)c([N+](=O)[O-])c1
  -25 | 19
[24] Cc1cccc(C)c1NC(=O)/C(C#N)=C/c1ccsc1
  7 | 0
[25] O=C(N/N=C\c1cc(Br)c(Br)o1)c1cncc(Br)c1
  -5 | 4
[26] C/C(=C/C(=O)N1CCN(C)CC1)C(=O)O
  -9 | -3
[27] CN(C)CCCN(C(=O)c1ccc2c(c1)CCCC2)c1nc2c(F)cccc2s1
  10 | -5
[28] COc1ccc(CN=C(NS(=O)(=O)c2cccs2)SC)cc1
  0 | 8
[29] Cc1ccc([N+](=O)[O-])cc1NC(=O)CN(C(=O)c1ccccc1Cl)C1CCCCC1
  6 | 2
[30] O=C(CSc1cccs1)Nc1cccc2ccccc12
  -15 | -4
[31] O=C(N/N=C/c1c(Nc2cccc(C(F)(F)F)c2)nc2ccccn2c1=O)c1ccccc1[N+](=O)[O-]
  -16 | 91
[32] CC(C)CNC(=O)/C=C/c1cccs1
  -2 | -1
[33] CC(C)(C)NCc1cc(Cl)ccc1OCc1cccs1
  -5 | 1
[34] CC(=O)N1C(C)c2ccccc2C(C)(C)CC12CCCCC2 (stereo not drawn)
  -36 | -1
[35] COc1ccc(/C(N)=N/OC(=O)Cc2ccccc2)cc1
  -2 | -3
[36] CCOC(=O)N1CCN(C(=O)COc2cccc3c2CCN(Cc2cccc(C)c2)C3=O)CC1
  12 | -6
[37] O=C(CCn1c2c(c3ccccc31)CCCC2)NNC(=O)c1ccc(Cl)c([N+](=O)[O-])c1
  0 | 3
[38] Cc1ccc(CSc2ccc(-c3ccco3)nn2)cc1
  3 | 2
[39] FC(F)(F)c1cccc(OCCN2CCN(Cc3ccccc3)CC2)c1
  -5 | 3
[40] Cc1cc(-c2n[nH]c(=S)n2Cc2ccco2)n(C)n1
  16 | -1
[41] CCc1ccc(C(=O)/C=C/NCc2ccc(F)cc2)cc1
  16 | -3
[42] CC(C)NC(=O)c1ccc(-n2nc(C(F)(F)F)c3c2CCCC3)cc1
  -14 | -2
[43] CCN(CC(=O)NC(C)C)C(=O)c1ccc(Cl)cc1
  16 | 2
[44] Cc1ccc(Nc2nnc(SCC3CCCCO3)s2)cc1 (stereo not drawn)
  9 | -1
[45] O=C(CNC(=O)/C(=C\c1ccc(Br)cc1)NC(=O)c1ccccc1)OCc1ccccc1
  2 | -7

Some of the entries so far, with values ahead of the structure.
No.	Mac1 fbg inh	Mac1 fbg enh	SMILES
5	-18	0	COc1ccc(/C=C/C(=O)Nc2cc(=O)n(C)c(=O)n2C)cc1
6	12	6	O=C(CCSCc1cccc(Cl)c1)NCCc1ccccc1
7	14	11	Cc1ccc2nc(SCC(=O)Nc3cc(C(C)(C)C)nn3-c3ccccc3)[nH]c2c1
8	7	8	Cc1cc(C)c[n+](-c2nc3ccccc3nc2[N-]S(=O)(=O)c2ccc(Cl)cc2)c1

(next part)
Every second line gives: Mac1 fbg inh | Mac1 fbg enh
[46] O=C(Nc1ccccc1)c1ccc[n+](Cc2ccc([N+](=O)[O-])cc2)c1
  -3 | 4
[47] CCC(CC)C(=O)Oc1c(Sc2ccccc2[N+](=O)[O-])c(C)nn1C(C)(C)C
  18 | 0
[48] Brc1cc2c(cc1/C=N/Nc1nc(N3CCOCC3)nc(N3CCOCC3)n1)OCO2
  -3 | 0
[49] O=[N+]([O-])c1cccc(/C=N\N=C2c3ccccc3-c3ccccc32)c1O
  54 | -6
[50] Cc1c(Br)c([N+](=O)[O-])nn1CC(=O)Nc1c(C)n(C)n(-c2ccccc2)c1=O
  4 | -2
[51] Cc1ccc(N2C(=O)/C(=C\c3ccc(C(C)C)cc3)N=C2SC2CCOC2=O)cc1 (stereo not drawn)
  16 | -4
[52] NC(=S)N/N=C/c1coc2cc(Cl)ccc2c1=O
  -14 | 66
[53] COc1ccc(S(=O)(=O)NNC(=O)c2cc3ccccc3o2)cc1
  -8 | 8
[54] CCOc1ccc(NC(=O)CCC(=O)N/N=C/c2ccc([N+](=O)[O-])s2)cc1
  -17 | 80
[55] CC(=O)Nc1cc(C(=O)N(C)Cc2ccco2)ccc1Sc1ccc(Cl)cc1
  30 | 4
[56] Cc1cc(C)nc(NC(=NCCc2c[nH]c3ccccc23)NC(=O)Nc2ccc(Cl)cc2)n1
  -13 | 10
[57] O=[N+]([O-])c1cccc(N/N=C/c2cccc3ccccc23)c1
  -2 | 5
[58] N#Cc1c(NC(=O)c2ccccc2Cl)n(Cc2ccccc2)c2nc3ccccc3nc12
  100* | -6
[59] O=C(c1ccccc1)N1N=C(c2ccccc2)CC1c1ccc2nccnc2c1 (stereo not drawn)
  -2 | 2
[60] Cc1ccc(NC(=S)N2CCn3cccc3C2c2cccnc2)cc1 (stereo not drawn)
  -5 | -7

Rewritten with values ahead of the structure: entries from further up.
#	Mac1 fbg inh	Mac1 fbg enh	SMILES
58	100*	-6	N#Cc1c(NC(=O)c2ccccc2Cl)n(Cc2ccccc2)c2nc3ccccc3nc12
59	-2	2	O=C(c1ccccc1)N1N=C(c2ccccc2)CC1c1ccc2nccnc2c1 (stereo not drawn)
60	-5	-7	Cc1ccc(NC(=S)N2CCn3cccc3C2c2cccnc2)cc1 (stereo not drawn)

From compound 47 to 53, as listed above:
Every second line gives: Mac1 fbg inh | Mac1 fbg enh
[47] CCC(CC)C(=O)Oc1c(Sc2ccccc2[N+](=O)[O-])c(C)nn1C(C)(C)C
  18 | 0
[48] Brc1cc2c(cc1/C=N/Nc1nc(N3CCOCC3)nc(N3CCOCC3)n1)OCO2
  -3 | 0
[49] O=[N+]([O-])c1cccc(/C=N\N=C2c3ccccc3-c3ccccc32)c1O
  54 | -6
[50] Cc1c(Br)c([N+](=O)[O-])nn1CC(=O)Nc1c(C)n(C)n(-c2ccccc2)c1=O
  4 | -2
[51] Cc1ccc(N2C(=O)/C(=C\c3ccc(C(C)C)cc3)N=C2SC2CCOC2=O)cc1 (stereo not drawn)
  16 | -4
[52] NC(=S)N/N=C/c1coc2cc(Cl)ccc2c1=O
  -14 | 66
[53] COc1ccc(S(=O)(=O)NNC(=O)c2cc3ccccc3o2)cc1
  -8 | 8

Next results follow.
61	CCOc1ccccc1N(C(=O)Nc1ccc(Cl)cc1)C1=NC(C)CS1 (stereo not drawn)
  Mac1 fbg inh = 10; Mac1 fbg enh = 1

62	O=C(NCC1CCCO1)/C(=C/c1ccc(Cl)cc1)NC(=O)c1ccccc1 (stereo not drawn)
  Mac1 fbg inh = 2; Mac1 fbg enh = 0

63	Clc1ccc(C2=NNC(=NCc3ccc4c(c3)OCO4)SC2)cc1
  Mac1 fbg inh = 18; Mac1 fbg enh = 0

64	CCCOc1ccc(N2C(=O)CC(N(CCc3ccc(OC)c(OC)c3)C(=S)Nc3ccccc3)C2=O)cc1 (stereo not drawn)
  Mac1 fbg inh = 16; Mac1 fbg enh = -5

65	CCC(C)OC1OC(CO)C(O)C(O)C1NC(C)=O (stereo not drawn)
  Mac1 fbg inh = 1; Mac1 fbg enh = 1

66	COc1cccc(-c2cc(N3C(=O)Nc4ccccc4N3O)n[nH]2)c1
  Mac1 fbg inh = -8; Mac1 fbg enh = 6

67	CCN(CC)S(=O)(=O)c1cccc(NC(=O)c2cc(=O)[nH]c3ccccc23)c1
  Mac1 fbg inh = -5; Mac1 fbg enh = 0

68	CCOC(=O)c1sc2ccccc2c1NC(=O)c1coc2ccccc2c1=O
  Mac1 fbg inh = 52; Mac1 fbg enh = 9

69	Clc1ccc(OCCOCCN2CCc3ccccc3C2)c(Cl)c1
  Mac1 fbg inh = 21; Mac1 fbg enh = -1

70	Cc1cc(C)c(C(=O)COC(=O)c2cc([N+](=O)[O-])ccc2NCCO)cc1C
  Mac1 fbg inh = 15; Mac1 fbg enh = 1

71	Cc1[nH]c2ccccc2c1C(=O)CN1C(=O)NC(C)(c2ccc(Cl)cc2Cl)C1=O (stereo not drawn)
  Mac1 fbg inh = 5; Mac1 fbg enh = 2

72	COCCNC(=O)CSC1=N/C(=C/c2ccc(Cl)c(Cl)c2)C(=O)N1c1ccccc1F
  Mac1 fbg inh = 16; Mac1 fbg enh = 8

73	COc1ccccc1N/C(N)=N/c1nc(CSc2nc3ccccc3s2)cc(=O)[nH]1
  Mac1 fbg inh = -9; Mac1 fbg enh = 56

74	CC(=O)Nc1ccc(Nc2c([N+](=O)[O-])cc(S(C)(=O)=O)cc2[N+](=O)[O-])cc1
  Mac1 fbg inh = -10; Mac1 fbg enh = -1

75	Cc1sc2nc(CSc3cccc(C(F)(F)F)c3)[nH]c(=O)c2c1C
  Mac1 fbg inh = -1; Mac1 fbg enh = -4

76	Cn1c(SCC(=O)Nc2ccc3nc(SCC(=O)NC4CC4)sc3c2)nnc1-c1ccccc1
  Mac1 fbg inh = 3; Mac1 fbg enh = 17

77	Cc1c(Cl)cccc1NC(=S)NCCc1ccc(S(N)(=O)=O)cc1
  Mac1 fbg inh = 5; Mac1 fbg enh = -2

78	CCCNC(=O)c1ccccc1NC(=O)c1ccccc1N(C)S(=O)(=O)c1ccccc1
  Mac1 fbg inh = 2; Mac1 fbg enh = -1

79	Cc1cccc(NC(=S)/N=C(\N)Nc2nc(C)c3cc(C)ccc3n2)c1
  Mac1 fbg inh = 10; Mac1 fbg enh = 0

80	CCCCNC(=O)COc1ccccc1C(=O)c1cc(C#N)c(=O)n(CCOC)c1
  Mac1 fbg inh = 3; Mac1 fbg enh = 5

81	COC(=O)c1c(NC(=O)COC(=O)Cn2cnc3ccccc32)sc2c1CCCC2
  Mac1 fbg inh = 1; Mac1 fbg enh = 0

82	CC(C)CCNC(=O)CO/N=C/c1ccccc1OC(F)F
  Mac1 fbg inh = -2; Mac1 fbg enh = 2

83	Cc1ccc(N2C(=O)[C@@H]3C(C(=O)C(c4ccccc4)c4ccccc4)=NN[C@@H]3C2=O)cc1
  Mac1 fbg inh = 12; Mac1 fbg enh = -1

84	O=C(COC(=O)[C@H](Cc1ccccc1)NC(=O)c1cccs1)NC1CCCCC1
  Mac1 fbg inh = 30; Mac1 fbg enh = 6

85	Cc1cc(NC(=O)CN2C(=O)S/C(=C\c3ccccc3)C2=O)no1
  Mac1 fbg inh = -4; Mac1 fbg enh = 1

86	CCN1/C(=C2\C(=O)N(C)C(=S)N2C)C=Cc2ccccc21
  Mac1 fbg inh = -7; Mac1 fbg enh = 8

87	O=C1C(Cc2cccc([N+](=O)[O-])c2)SC(=Nc2ccccc2)N1c1ccccc1 (stereo not drawn)
  Mac1 fbg inh = -9; Mac1 fbg enh = -1

88	O=C(N/N=C/c1c[nH]c2c1ccc1ccccc12)c1ccc([N+](=O)[O-])cc1
  Mac1 fbg inh = -20; Mac1 fbg enh = 111

89	COc1ccc(-n2c(Cc3ccccc3)nnc2SCc2ccc([N+](=O)[O-])cc2)cc1
  Mac1 fbg inh = 8; Mac1 fbg enh = 8

90	O=C(Nc1cccc(Cl)c1)c1ccc(Cn2cc(Cl)cn2)cc1
  Mac1 fbg inh = 18; Mac1 fbg enh = -2

91	Cc1ccc(/C=C2\C(=O)Nc3ccccc32)o1
  Mac1 fbg inh = 6; Mac1 fbg enh = -2

Compound activity: PubChem BioAssay, Sanford-Burnham Center for Chemical Genomics
